Screens (PubChem BioAssay)
SNCA expr inh = Primary qHTS assay for inhibitors of alpha-synuclein gene (SNCA) expression; AID 1671194, 2021; actives 0.17% (n = 140,000); HEK-293 SNCA-luciferase knock-in, luminescence, 24 h; Potency, µM (doses to about 57.2 µM), inactives show top-dose activity change, negative = inhibition, actives largely listed as inhibitors;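 also: potency is read from the fitted curve at half-maximal effect; plate controls were DMSO cells for no effect and cell-free wells for full effect; nearly all actives have a fitted effect of over 45% in size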
GPT2 inhibitor = Primary qHTS assay for inhibitors of Glutamate pyruvate transaminase 2 (GPT2); Alanine aminotransferase 2 (Homo sapiens), Q8TD30; Recombinant GPT2, coupled pyruvate oxidase/HRP Amplex Red fluorescence; Potency, µM (series often up to 57.7 µM), for the others: at the highest dose activity change, negative = inhibition, usual class: inhibitors; actives 0.25% (n = 100,000); AID 1671188, 2021; also: potency is read from the fitted curve at half-maximal effect; nearly all actives have a fitted effect of over 60% in size; many of its hits are not listed in these tables
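Inhibition is scored from Amplex Red fluorescence generated when pyruvate oxidase and HRP act on pyruvate released by GPT2. Reactions contain 10ng/uL enzyme, 250uM a-KG and 2mM L-alanine and run 30 min at room temperature.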
3T3 cytotox = Cytotoxic Profiling in NIH 3T3 Cell Line of Diverse Libraries Using Quantitative High-Throughput Screening; NIH 3T3 viability, CellTiter-Glo ATP luminescence, 48-72 h; Potency, µM (highest dose often 96.7 µM), for the others: top-dose activity change, negative = cytotoxicity, usual class: inhibitors; actives 4.3% (n = 94,000); AID 1345082, 2018; also: potency is read from the fitted curve at half-maximal effect; nearly all actives have a fitted effect of over 55% in size
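Cytotoxicity was measured by CellTiter-Glo ATP luminescence after 48 or 72 h compound exposure at 37 °C. Mouse NIH 3T3 fibroblasts were seeded at 400 cells/well and dosed by 23 nL pin transfer.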
IP6K1 inhibitor = Primary qHTS assay for small molecule inhibitors of Inositol hexaphosphate kinase 1 (IP6K1). Inositol hexakisphosphate kinase 1 (Homo sapiens), Q92551. IP6K1 kinase, ADP-Glo luminescence, 2 h; active compounds read low. activity change, % (series mostly up to about 58 µM). actives 0.81% (n = 140,000). AID 1645851, 2021; in the data active = activity change below about -25%
Target sequence (Q92551 whole entry, looked up): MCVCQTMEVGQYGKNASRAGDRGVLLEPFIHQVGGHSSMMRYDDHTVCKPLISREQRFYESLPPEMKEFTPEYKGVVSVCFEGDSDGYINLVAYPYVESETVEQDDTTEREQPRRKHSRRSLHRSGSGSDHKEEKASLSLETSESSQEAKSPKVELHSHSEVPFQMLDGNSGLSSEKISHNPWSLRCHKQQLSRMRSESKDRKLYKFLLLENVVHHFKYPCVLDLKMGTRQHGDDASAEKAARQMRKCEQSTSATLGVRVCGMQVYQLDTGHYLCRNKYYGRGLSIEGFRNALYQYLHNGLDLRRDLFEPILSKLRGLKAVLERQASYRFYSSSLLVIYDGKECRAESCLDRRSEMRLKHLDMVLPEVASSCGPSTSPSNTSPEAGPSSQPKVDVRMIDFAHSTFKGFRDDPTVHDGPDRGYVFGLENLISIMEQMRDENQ
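ADP-Glo luminescence measures ADP made by human IP6K1 during a 2 h RT reaction with ATP/IP6 (mix at 1.3 mM/130 uM); top library doses 57.5 and 19.1 uM final.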
SNCA viab count = GF-AFC viability counterscreen for inhibitors of alpha-synuclein gene (SNCA) expression; HEK-293-SNCA-luc viability, GF-AFC fluorescence, 24 h; Potency, µM (top dose mostly 57.1 µM), inactives show top-dose activity change, negative = cytotoxicity, hits mostly cytotoxic; actives 0.12% (n = 150,000);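 also: potency is read from the fitted curve at half-maximal effect; 0% = DMSO-treated cells and -100% = medium-only wells without cells; nearly all actives have a fitted effect of over 30% in size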
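Cytotoxicity counterscreen: after 24 h compound treatment of genome-edited SNCA-luciferase HEK-293 cells, live-cell protease substrate GF-AFC read by fluorescence after 30 min; activity scaled between DMSO (0%) and medium-only (-100%), curves Hill-fitted.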
FLuc inh = Firefly luciferase inhibition profiling of diverse chemical library using quantitative high-throughput screening; purified P. pyralis luciferase, luminescence, biochemical; actives 2.5% (n = 76,000); Potency, µM (top dose mostly 115 µM), without a hit: top-dose activity change, negative = inhibition, usual class: inhibitors; also: potency is read from the fitted curve at half-maximal effect; nearly all actives have a fitted effect of over 65% in size
Target sequence (P08659 whole entry, looked up): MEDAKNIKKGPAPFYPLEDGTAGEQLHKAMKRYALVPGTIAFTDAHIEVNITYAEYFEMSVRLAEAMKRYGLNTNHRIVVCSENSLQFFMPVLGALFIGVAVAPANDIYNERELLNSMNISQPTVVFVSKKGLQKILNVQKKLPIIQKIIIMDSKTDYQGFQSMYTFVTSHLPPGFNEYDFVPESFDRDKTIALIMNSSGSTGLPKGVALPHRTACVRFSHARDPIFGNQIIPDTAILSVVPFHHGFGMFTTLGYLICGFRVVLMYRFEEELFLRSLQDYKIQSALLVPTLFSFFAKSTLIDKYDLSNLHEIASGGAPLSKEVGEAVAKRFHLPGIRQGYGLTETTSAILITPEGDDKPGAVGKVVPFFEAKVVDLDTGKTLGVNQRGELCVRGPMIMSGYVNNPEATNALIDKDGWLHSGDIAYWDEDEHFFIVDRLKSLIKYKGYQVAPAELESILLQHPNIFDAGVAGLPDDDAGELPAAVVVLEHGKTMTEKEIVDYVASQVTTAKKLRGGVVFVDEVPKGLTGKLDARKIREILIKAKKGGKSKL
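Biochemical qHTS: compound (6-point titration) added to 10uM D-luciferin plus 10uM ATP in Tris acetate pH 7.5 buffer with Mg, Tween-20 and BSA, then purified enzyme at 10nM; light output imaged.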
HEK293 tox = Cytotoxic Profiling in HEK 293 Cell Line of Diverse Libraries Using Quantitative High-Throughput Screening | HEK 293 viability, ATP luminescence (CellTiter-Glo), 48-72 h | Potency, µM (doses to about 115 µM), for inactives: at the top dose activity change, negative = cytotoxicity, most hits filed as inhibitors | actives 6.6% (n = 94,000) | AID 1345083, 2018; also: potency is read from the fitted curve at half-maximal effect; nearly all actives have a fitted effect of over 60% in size
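Luminescence from cellular ATP, measured with CellTiter-Glo, indicates HEK 293 viability. Cells plated at 250 cells/well are treated with compound for 48 or 72 hr at 37 degree Celsius before reagent addition.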
The depositor's hits bear a star; i = inactive; ? = inconclusive; nt = no result given; [ ] = another dose, or the depositor's remark. Unless noted, calls follow the shape of the dose curve; as a rule, active = well fitted curve in the direction sought with a large enough effect; inconclusive = small, poorly fitted or top-dose-only effect, or another doubt; inactive = no such curve, though single readings can be large; an effect the other way counts as inactive or inconclusive. Unless noted, % is scaled to controls: 0 for no effect and ±100 for the full control effect.

| item | Structure | SNCA expr inh | GPT2 inhibitor | 3T3 cytotox | IP6K1 inhibitor | SNCA viab count | FLuc inh | HEK293 tox |
| --- | --- | --- | --- | --- | --- | --- | --- | --- |
| 1 | CCc1ccccc1NC(=O)N1CCc2cc(OC)c(OC)cc2C1CC(=O)OC (configuration not stated) | 36%[activator] | nt | nt | 4 | 2% | nt | nt |
| 2 | CC1CCN(CC2CCCCCN2C(=O)c2ccnn2C)CC1 (configuration not stated) | -11% | 3% | -10% | -6 | 2% | nt | i |
| 3 | COc1ccc2c(c1)cc(C(=O)N1Cc3[nH]cnc3CC1C(=O)O)n2C (configuration not stated) | -1% | i[11.5 µM] | i | -2 | 1% | 11% | i |
| 4 | O=c1c2c(nc3cc(-c4ccccc4)[nH]n13)CCN(S(=O)(=O)c1ccccc1Cl)C2 | ? | i | ? | 0 | -1% | -14% | ? |
| 5 | CC(C)CCNC(=O)c1ccc2c(c1)CC(=O)N2Cc1ccccc1 | 21% | -22% | -14% | 3 | 4% | ? | ? |
| 6 | CC(C)(CO)Cc1cc(C(C)(C)C)c(O)c(C(C)(C)C)c1 | 0% | ? | nt | nt | -6% | nt | nt |
| 7 | CCOc1ccc(C(=O)N2CCN(C3CCN(C)C3=O)CC2)cc1OCC (configuration not stated) | -1% | i | -3% | 1 | 5% | 3% | 0% |
| 8 | Cc1ccc2onc(CC(=O)N3CCN(c4ccccc4)CC3)c2c1 | 44%[activator] | nt | nt | 0 | 6% | nt | nt |
| 9 | O=C(Cc1ccc(F)cc1)N1CCN(C(=O)c2nnn3c2COC(c2ccccc2)C3)CC1 (configuration not stated) | 58%[activator] | ? | -6% | 15 | 1% | -10% | -5% |
| 10 | CCOc1ccc(CNC(=O)c2cnc(SC)nc2C)cc1 | ? | nt | nt | 31 | -5% | nt | nt |
| 11 | Cc1nc2cc(-c3cccc(F)c3)nn2c(C)c1CCC(=O)NC(C)c1ccccc1 (configuration not stated) | ? | nt | nt | -25* | ? | nt | nt |
| 12 | O=C(Nc1ccc(O)c(-c2nc3ccccc3o2)c1)c1ccc(-c2cccc(Cl)c2)o1 | -16% | nt | nt | -5 | -6% | nt | nt |

Individual results from the list:
Result for compound 12 under IP6K1 inhibitor: -5
Result for compound 4 under SNCA viab count: -1%

Reprinted: nos. 1 to 6
| item | Structure | SNCA expr inh | GPT2 inhibitor | 3T3 cytotox | IP6K1 inhibitor | SNCA viab count | FLuc inh | HEK293 tox |
| --- | --- | --- | --- | --- | --- | --- | --- | --- |
| 1 | CCc1ccccc1NC(=O)N1CCc2cc(OC)c(OC)cc2C1CC(=O)OC (configuration not stated) | 36%[activator] | nt | nt | 4 | 2% | nt | nt |
| 2 | CC1CCN(CC2CCCCCN2C(=O)c2ccnn2C)CC1 (configuration not stated) | -11% | 3% | -10% | -6 | 2% | nt | i |
| 3 | COc1ccc2c(c1)cc(C(=O)N1Cc3[nH]cnc3CC1C(=O)O)n2C (configuration not stated) | -1% | i[11.5 µM] | i | -2 | 1% | 11% | i |
| 4 | O=c1c2c(nc3cc(-c4ccccc4)[nH]n13)CCN(S(=O)(=O)c1ccccc1Cl)C2 | ? | i | ? | 0 | -1% | -14% | ? |
| 5 | CC(C)CCNC(=O)c1ccc2c(c1)CC(=O)N2Cc1ccccc1 | 21% | -22% | -14% | 3 | 4% | ? | ? |
| 6 | CC(C)(CO)Cc1cc(C(C)(C)C)c(O)c(C(C)(C)C)c1 | 0% | ? | nt | nt | -6% | nt | nt |

More results follow.
| item | Structure | SNCA expr inh | GPT2 inhibitor | 3T3 cytotox | IP6K1 inhibitor | SNCA viab count | FLuc inh | HEK293 tox |
| --- | --- | --- | --- | --- | --- | --- | --- | --- |
| 13 | COCCNc1ncccc1-c1noc([C@@H]2CCCN2Cc2cc(OC)c(OC)c(OC)c2)n1 | 13% | 0% | -26% | 12 | -1% | 11% | ? |
| 14 | COc1ccc(-c2noc([C@@H](C)NCC3CCCCC3)c2C(=O)O)cc1 | 8%[87.6 µM] | -8%[88.5 µM] | i | -10 | 18%[87.6 µM] | -2%[172 µM] | i |
| 15 | CC(c1cccs1)N(C)C(=O)c1ccccc1Cl (configuration not stated) | -7%[87.6 µM] | i | -19%[138 µM] | -6 | -18%[87.6 µM] | -8%[172 µM] | -29%[172 µM] |
| 16 | Cc1ccc(NC(=O)N2CCC(CCNC(=O)C3(c4ccccc4)CC3)CC2)cc1F | 0% | i | ? | -5 | -8% | -8% | ? |
| 17 | COc1ccc(NC(=O)c2c(NCc3cccs3)sc3c2CCCC3)cc1 | 25% | nt | nt | 11 | -6% | nt | nt |
| 18 | COc1ccc(S(=O)(=O)N(CC(=O)N2CCC(C)CC2)c2ccc(C)cc2)cc1 | -20% | nt | nt | 3 | ? | nt | nt |
| 19 | O=C(Nc1sc2c(c1C(=O)Nc1ccccc1Cl)CCCC2)c1ccccc1F | 32%[activator] | nt | nt | -9 | 4% | nt | nt |
| 20 | O=C(c1ccc(F)cc1)c1cn(Cc2ccccc2)c2cc3c(cc2c1=O)OCO3 | 8% | nt | nt | 2 | -9% | nt | nt |
| 21 | Cc1cn2nc(C(=O)Nc3ccc(Cl)cc3C)cc2c(N(C)Cc2ccccc2)n1 | 24% | -6% | -13% | 16 | -18% | 1% | -6% |
| 22 | CCCC12CN3CC(C)(CN(C1)C3c1ccc(OCc3ccccc3)cc1)C2=O (configuration not stated) | 22% | nt | nt | -24 | 2% | nt | nt |
| 23 | CN(C)c1ccc(C(=O)NCC2CCN(c3cc(-c4ccc(F)cc4)[nH]n3)CC2)cc1 | -14% | ? | ? | 5 | -21% | ? | ? |
| 24 | COc1ccc(-c2cc(C(=O)NC3CC3)c3c(C4CCCNC4)noc3n2)cc1 (configuration not stated) | 10% | i | 32µM* | -3 | 6% | nt | 32µM* |
| 25 | O=C(N[C@@H]1CNC[C@H]1CO)C1CCC1 | 23% | 3% | 2% | -11 | -2% | 3% | i |
| 26 | CCOC(=O)CN1C(=O)CCN(C(=O)c2ccccc2OCC)CC(OC)c2ccccc21 (configuration not stated) | -20%[25.6 µM] | i | ? | -16 | 1%[23.9 µM] | nt | -37%[57.5 µM] |
| 27 | COc1ccccc1OCc1nc(C#N)c(NCc2ccc(C)cc2)o1 | 88%[activator] | nt | nt | -4 | 4% | nt | nt |
| 28 | CC(O)/C=C/C1(O)C(C)C(O[C@@H]2O[C@H](CO)[C@@H](O)[C@H](O)[C@H]2O)C(O)CC1(C)C (some centres not stated) | nt | -2%[27.3 µM] | nt | 0 | 0%[23.9 µM] | nt | nt |
| 29 | Cc1cccc(CN2CCCN(S(C)(=O)=O)C(c3ccccc3)CC(=O)NCC2)c1 (configuration not stated) | -9% | i | ? | -2 | 2% | 6% | -28% |
| 30 | O=C(c1nc2sccn2c1-c1ccccc1)N1CCCCC1 | 7%[87.6 µM] | i | -14%[138 µM] | 5 | ? | nt | -8%[172 µM] |
| 31 | O=C(C1CCc2nnc(C3CCN([S+](=O)([O-])c4ccccc4)CC3)n21)N1CCN(c2ncccn2)CC1 (configuration not stated) | -8% | -13% | i | -4 | 1% | nt | i |
| 32 | CCCc1nnc(NC(=O)C2CC(=O)N(c3n[nH]c4cccc(F)c34)C2)s1 (configuration not stated) | -11% | -19% | i | -7 | -7% | 15% | 12% |
| 33 | Cc1cnc(C(=O)N[C@@H]2CCC[C@@H]2C(=O)N2CCN(c3ncccn3)CC2)cn1 | 37%[activator] | i | i | -1 | 2% | 2% | i |
| 34 | O=C1NC2(Cc3ccccc31)CN(CC1CCCC1)C2 | 40%[activator][87.6 µM] | ? | 3%[138 µM] | 1 | 4%[87.6 µM] | nt | 3%[172 µM] |
| 35 | COc1ccccc1NC(=O)c1sc2cccc(Cl)c2c1Cl | 79%[activator] | nt | nt | 17 | 5% | nt | nt |
| 36 | CC(C)NC(=O)CN1C(=O)C(c2ccccc2)=NC12CCCCC2 | 19% | i | -10% | 38 | -13%[12.5 µM] | 1% | -18% |
| 37 | COc1ccccc1Cn1c(=O)c(C(=O)NCC(F)F)nc2cccnc21 | -1% | i | -14% | 11 | -18% | nt | -5% |
| 38 | Cc1nc(-c2ccc(OC3CCN(C(=O)CCc4nc5ccccc5[nH]4)C3)cc2)no1 (configuration not stated) | -29% | i | -1% | -4 | -15% | 2% | -5% |
| 39 | Cc1nc([C@@H]2CN(C3CCN(CCc4ccccc4)CC3)C[C@H]2C(N)=O)n[nH]1 | 17% | -2% | -5% | 23 | -16% | 6% | 1% |
| 40 | NCCn1cc(C(=O)NCCS(=O)(=O)N2CCCC2)nn1 | -15% | -7% | -4% | 2 | 0% | 1% | -2% |
| 41 | CCOCCOC1CCN(C(=O)c2cccc3[nH]ccc23)CC1 | 54%[activator] | i | i | 16 | -10%[12.5 µM] | 35µM* | -2% |
| 42 | CC(C)n1c(C2CCCN(C(=O)CCc3ccccc3)C2)nn(C)c1=O (configuration not stated) | 4% | i | -16% | -2 | 8% | 0% | ? |
| 43 | COc1ccc(-c2noc([C@@H]3CCCN3C(=O)c3ccc(C)c(C)c3)n2)cc1 | 35%[activator] | -4% | ? | -6 | -32% | -19% | ? |
| 44 | COc1ccc(C(=O)N2CCN(C(=O)c3nnn4c3COC(c3ccc(Cl)cc3)C4)CC2)cc1F (configuration not stated) | 18% | 2% | -31% | 0 | -4% | -9% | ? |
| 45 | COc1cc(CN2CCC3(CC2)CC(O)CCO3)ccc1F (configuration not stated) | -1% | 0% | 0% | 12 | -2% | -6% | 2% |
| 46 | COc1cccc(CC(=O)N2CCCN(S(C)(=O)=O)C(c3ccccc3)CC(=O)NCC2)c1 (configuration not stated) | -1% | -47% | -31% | 1 | -7% | -13% | -8% |
| 47 | COc1cccc(CC(=O)N2CC(C(=O)NCCc3ccncc3)C3(CCOCC3)C2)c1 (configuration not stated) | -20% | i | -20% | 14 | 0% | 2% | -5% |
| 48 | Cc1nonc1CC(=O)N1CCc2ncnc(N3CC=CC3)c2CC1 | -5% | 4% | 4% | -2 | -4% | 10% | 4% |
| 49 | COc1cccc(N2C(=O)NC(=NC3CCCCC3)C23CCCN([S+](=O)([O-])c2cccc(C(F)(F)F)c2)C3)c1 (configuration not stated) | -29% | i | ? | -17 | -23% | nt | ? |
| 50 | Cc1ccc(C)c(N2CCN(S(=O)(=O)c3cc(-c4cc(C)no4)ccc3C)CC2)c1 | ? | nt | nt | 6 | 1% | nt | nt |
| 51 | COc1cc(NC(=O)CCc2nc(-c3cccs3)no2)cc(OC)c1OC | 8% | nt | nt | 0 | 2% | nt | nt |
| 52 | O=C(CN1C(=O)COc2ccc(S(=O)(=O)N3CCCCCC3)cc21)N1CCN(c2ccccc2F)CC1 | 20% | nt | nt | 6 | -9% | nt | nt |
